High-throughput results: PubChem, National Center for Advancing Translational Sciences (NCATS)
KAT2A inh – blocks human GCN5L2 histone acetyltransferase | hit rate 0.21% among 390,000 | Q92830 | Potency, µM (series often up to 58.9 µM), inactives show top-dose activity change, negative = inhibition, usual class: inhibitors | GCN5L2 HAT assay, ThioGlo1 CoA-SH fluorescence
Target sequence (Q92830 whole entry, looked up): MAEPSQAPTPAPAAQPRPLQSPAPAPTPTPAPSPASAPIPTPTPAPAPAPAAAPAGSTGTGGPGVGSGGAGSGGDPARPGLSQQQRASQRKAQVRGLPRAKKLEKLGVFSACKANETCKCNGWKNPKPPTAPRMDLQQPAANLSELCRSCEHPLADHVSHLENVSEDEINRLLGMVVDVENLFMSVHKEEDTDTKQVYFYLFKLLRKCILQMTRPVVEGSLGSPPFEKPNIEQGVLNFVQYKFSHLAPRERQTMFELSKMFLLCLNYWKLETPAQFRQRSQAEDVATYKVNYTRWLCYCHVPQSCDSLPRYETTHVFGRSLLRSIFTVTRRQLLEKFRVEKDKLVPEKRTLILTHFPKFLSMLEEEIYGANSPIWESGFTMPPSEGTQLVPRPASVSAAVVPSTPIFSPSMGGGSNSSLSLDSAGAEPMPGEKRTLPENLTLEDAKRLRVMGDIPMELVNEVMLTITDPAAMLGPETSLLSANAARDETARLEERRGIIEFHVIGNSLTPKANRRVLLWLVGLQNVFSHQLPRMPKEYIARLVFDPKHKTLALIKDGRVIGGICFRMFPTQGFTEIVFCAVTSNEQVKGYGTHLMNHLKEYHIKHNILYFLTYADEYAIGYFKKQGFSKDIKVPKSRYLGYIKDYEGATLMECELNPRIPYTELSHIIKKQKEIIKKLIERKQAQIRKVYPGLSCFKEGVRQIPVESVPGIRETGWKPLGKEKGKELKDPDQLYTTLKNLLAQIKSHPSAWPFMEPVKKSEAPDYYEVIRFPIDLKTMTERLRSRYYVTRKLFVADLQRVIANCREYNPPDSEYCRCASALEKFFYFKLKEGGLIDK
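Titration-based screen in which CoA formation is detected via maleimide probe ThioGlo1 (50uM) turning fluorescent on thiol reaction; substrates H3(1-25) 75uM and acetyl-CoA 70uM, GCN5L2 20nM, 20 min incubation at room temperature.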
DT40 TDP1 CPT – growth inhibition of DT40 Tdp1-/-;hTDP1 cells with camptothecin (screen for TDP1 inhibitors); hit rate 12% among 420,000; AID 686979; chicken DT40 Tdp1-/-;hTDP1 cells + 20 nM CPT, ATP luminescence, 48 h; Potency, µM (doses to about 46.2 µM), without a hit: top-dose activity change, negative = growth inhibition, hits mostly inhibitors; also: nearly all actives have a fitted effect of over 55% in size
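Cell growth measured by CellTiter-Glo luminescence after a minimum 48 h, 37 C compound exposure with 20 nM CPT in Tdp1-knockout DT40 cells stably expressing hTDP1, seeded 400/well; qHTS titration format.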
TDP1 cell noCPT – qHTS for Inhibitors of human tyrosyl-DNA phosphodiesterase 1 (TDP1): qHTS in cells in absence of CPT; DT40 Tdp1-/- hTDP1 cells, no CPT, ATP luminescence, 48 h; Potency, µM (series often up to 46.2 µM), for the others: at the top dose activity change, negative = growth inhibition, hits mostly inhibitors; hit rate 15% among 420,000; AID 686978, 2013; also: nearly all actives have a fitted effect of over 55% in size
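DT40 Tdp1-/-;hTDP1 cells, no CPT (DMSO vehicle only), 400 cells/well; compounds pin-transferred; ≥48 hr, 37 °C; CellTiter-Glo 30 min RT dark, luminescence read.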
An asterisk follows results filed as active; u = inconclusive; x = not tested or not shown; [ ] = remark or other dose. Calls follow the shape of the dose curve; as a rule, active = well fitted curve in the direction sought with a large enough effect; inconclusive = small, poorly fitted or top-dose-only effect, or another doubt; inactive = no such curve, though single readings can be large; an effect the other way counts as inactive or inconclusive. % is scaled to controls: 0 for no effect and ±100 for the full control effect; potency is read from the fitted curve at half-maximal effect. This is a subset; rates above refer to the full screens.

> COc1cc(NC(=O)C2CCCN(S(=O)(=O)c3ccc4c(c3)CCCN4C(C)=O)C2)cc(OC)c1 (centres undefined)
  KAT2A inh: -8.1%; DT40 TDP1 CPT: -28.7%; TDP1 cell noCPT: 3.5%

> Oc1ccc(C[C@H]2CN([C@@H](Cc3ccc(O)cc3)CN3CCC[C@@H]3CN3C(=S)NC[C@@H]3Cc3ccccc3)C(=S)N2CCc2ccccc2)cc1
  KAT2A inh: x; DT40 TDP1 CPT: 9.2µM*; TDP1 cell noCPT: 10.3µM*

> COc1ccc(/C=c2\s/c(=C(/C#N)C(=O)NCc3ccco3)n(-c3ccccc3)c2=O)cc1
  KAT2A inh: -8.0%; DT40 TDP1 CPT: -19.6%; TDP1 cell noCPT: u

> CCN(CC)S(=O)(=O)c1cccc(C(=O)OCC(=O)C23CC4CC(CC(C4)C2)C3)c1
  KAT2A inh: 0.6%; DT40 TDP1 CPT: u; TDP1 cell noCPT: 23.1µM*

> Cc1cc(C)cc(OCC(=O)Nc2cccc(-c3nnc(-c4ccco4)o3)c2)c1
  KAT2A inh: 0.3%; DT40 TDP1 CPT: u; TDP1 cell noCPT: u

> Cc1ccc(S(=O)(=O)NC(=O)COc2ccc([N+](=O)[O-])cc2)cc1
  KAT2A inh: -3.9%; DT40 TDP1 CPT: -3.5%; TDP1 cell noCPT: 6.0%

> Cc1oc2ncn(CC(C)C)c(=O)c2c1C(=O)NCc1cccc(Cl)c1
  KAT2A inh: 2.1%; DT40 TDP1 CPT: 16.4µM*; TDP1 cell noCPT: 16.4µM*

> COc1cccc(-c2nc3c(c(SCC(=O)Nc4cc(C)ccc4C)n2)Cc2c(CO)cnc(C)c2O3)c1
  KAT2A inh: 0.8%; DT40 TDP1 CPT: -22.3%; TDP1 cell noCPT: -4.2%

> CCOC(=O)c1ccc(NC(=O)C2CC(=O)Nc3nc4ccccc4n32)cc1 (centres undefined)
  KAT2A inh: -6.2%; DT40 TDP1 CPT: 7.5%; TDP1 cell noCPT: -2.3%

> NS(=O)(=O)c1ccc(NC(=O)CN2CCN(c3ccc(F)cc3)CC2)cc1
  KAT2A inh: 3.7%; DT40 TDP1 CPT: -16.5%; TDP1 cell noCPT: -22.3%

> CC(C)NC(=O)c1cc2c(=O)n3ccccc3nc2s1
  KAT2A inh: -4.2%; DT40 TDP1 CPT: -1.4%; TDP1 cell noCPT: 21.3%

> CCN(CC)Cc1c(C(=O)OC(C)C)nnn1-c1nonc1N
  KAT2A inh: -8.4%; DT40 TDP1 CPT: -4.2%; TDP1 cell noCPT: -25.2%

> O=C(N/N=C/c1cccnc1)c1cccs1
  KAT2A inh: 2.3%; DT40 TDP1 CPT: -16.1%; TDP1 cell noCPT: u

> Cc1ccc(S(=O)(=O)N2C[C@H]3[C@H]4C(=O)N(c5ccccc5)C(=O)[C@H]4C[C@H](OC(=O)NCc4ccccc4)[C@@]3(O)C2)cc1
  KAT2A inh: x; DT40 TDP1 CPT: -15.6%; TDP1 cell noCPT: -16.7%

> Cc1ccc(C(=O)CSc2nnc(CNc3ccc(C)cc3C)o2)cc1
  KAT2A inh: 0.2%; DT40 TDP1 CPT: u; TDP1 cell noCPT: u

> O=C(c1ccccc1F)N(Cc1cc2cc3c(cc2nc1N1CCOCC1)CCC3)CC1CCCO1 (centres undefined)
  KAT2A inh: x; DT40 TDP1 CPT: -10.4%[9.04 µM]; TDP1 cell noCPT: u

> O=C(NCC(c1ccco1)N1CCCC1)c1cccc(S(=O)(=O)Nc2ccc(F)cc2)c1 (centres undefined)
  KAT2A inh: -5.2%; DT40 TDP1 CPT: -29.9%; TDP1 cell noCPT: u

> CC(=O)Nc1ccc2nc(SCC(=O)N3CCOCC3)sc2c1
  KAT2A inh: -4.9%; DT40 TDP1 CPT: 6.5%; TDP1 cell noCPT: -0.9%

> CCCSc1nnc(-c2c[nH]c3ccccc23)n1C
  KAT2A inh: -3.3%; DT40 TDP1 CPT: u; TDP1 cell noCPT: u

> COC(=O)[C@@]1(Cc2ccc(F)cc2)[C@H]2c3cc(C(=O)N4CCCC4)n(CCc4c[nH]c5ccccc45)c3C[C@H]2CN1C(=O)c1ccccc1
  KAT2A inh: x; DT40 TDP1 CPT: u; TDP1 cell noCPT: u

> CN1CCc2ccc(NC(=O)c3ccc(C(F)(F)F)cc3)cc2C1
  KAT2A inh: -4.5%; DT40 TDP1 CPT: -19.0%; TDP1 cell noCPT: 0.0%

> N#Cc1c(N)sc2c1CCN(C(=O)OCc1ccccc1)C2
  KAT2A inh: -25.7%; DT40 TDP1 CPT: -15.3%; TDP1 cell noCPT: -24.9%

> CN(C)c1cccc(C(=O)OCC(=O)NC(=O)NCc2ccccc2)c1
  KAT2A inh: -2.1%; DT40 TDP1 CPT: -23.5%; TDP1 cell noCPT: u

> COc1ccc(-c2csc(C(NC(C)=O)c3ccccc3)n2)cc1 (centres undefined)
  KAT2A inh: x; DT40 TDP1 CPT: u; TDP1 cell noCPT: u

> CCOC(=O)c1c(C)[nH]c(C)c1C(=O)COC(=O)CNC(=O)c1ccc(OCC)cc1
  KAT2A inh: -17.1%; DT40 TDP1 CPT: -10.1%; TDP1 cell noCPT: -17.9%

> COc1ccccc1OCC(=O)N(Cc1nnc(-c2ccccc2Cl)o1)C1CC1
  KAT2A inh: -3.9%; DT40 TDP1 CPT: u; TDP1 cell noCPT: u

> NS(=O)(=O)c1ccc(CNC(=O)Cc2c(F)cccc2Cl)cc1
  KAT2A inh: -13.1%; DT40 TDP1 CPT: 6.7%; TDP1 cell noCPT: -6.7%

> CCSc1nn(CC(=O)Nc2cccc(CC)c2)c(N)c1S(=O)(=O)c1ccccc1
  KAT2A inh: -0.2%; DT40 TDP1 CPT: u; TDP1 cell noCPT: 14.6µM*

> CC1(C)Oc2ccc(C(=O)NC3CCCCC3)cc2N(CC#N)C1=O
  KAT2A inh: -3.3%; DT40 TDP1 CPT: -19.4%; TDP1 cell noCPT: -20.7%

> Cc1ccc(C(=O)N/N=C\C=C\c2ccc(Br)cc2)cn1
  KAT2A inh: -3.9%; DT40 TDP1 CPT: -24.1%; TDP1 cell noCPT: u

> O=C(NNC(=O)c1ccccc1-c1ccccc1C(=O)O)c1ccccc1
  KAT2A inh: -0.9%; DT40 TDP1 CPT: 2.2%; TDP1 cell noCPT: 10.7%

> Cc1cccc(NC(=O)CSCC(=O)Nc2cc(S(=O)(=O)N3CCOCC3)ccc2N2CCCC2)c1
  KAT2A inh: -2.8%; DT40 TDP1 CPT: -13.8%; TDP1 cell noCPT: -25.3%

> CN(C(=O)COc1ccccc1)C1CCS(=O)(=O)C1 (centres undefined)
  KAT2A inh: 2.3%; DT40 TDP1 CPT: 0.2%; TDP1 cell noCPT: 19.5%

> Cc1cccc(N2C(=S)NC3c4ccccc4OC2(C)C3C(=O)N(C)C)c1 (centres undefined)
  KAT2A inh: -6.0%; DT40 TDP1 CPT: 12.8%; TDP1 cell noCPT: -0.2%

> Nc1nc2n(n1)C(c1c(F)cccc1Cl)CC(c1ccc(F)cc1)N2 (centres undefined)
  KAT2A inh: -8.6%; DT40 TDP1 CPT: -27.9%; TDP1 cell noCPT: -20.8%

> COc1ccc(-c2c(-c3cc(OC)cc(OC)c3)n(C)c3ccc(Br)cc23)cc1
  KAT2A inh: -5.0%; DT40 TDP1 CPT: -1.6%; TDP1 cell noCPT: -23.7%

> CCOC(=O)c1cc(C)n(CC2CCC(C(=O)Nc3ccc(OCC)cc3)CC2)c1C (centres undefined)
  KAT2A inh: -5.1%; DT40 TDP1 CPT: 16.4µM*; TDP1 cell noCPT: 20.6µM*

> Cc1nn2c(=O)cc(COC(=O)Cc3ccccc3)nc2s1
  KAT2A inh: -8.4%; DT40 TDP1 CPT: 0.7%; TDP1 cell noCPT: -6.3%

> CCCCCC(=O)N1C[C@H](O)[C@@H](n2cc(COC(=O)c3ccccc3)nn2)C[C@@H]1c1ccc(Cl)cc1
  KAT2A inh: x; DT40 TDP1 CPT: u; TDP1 cell noCPT: 25.9µM*

> CCCCNC(=O)c1cnc2sc(N3CCCCCC3)nn2c1=O
  KAT2A inh: -15.1%; DT40 TDP1 CPT: u; TDP1 cell noCPT: u

> COc1cc2c(cc1OC)CN(C(=O)CN1CCN(S(=O)(=O)c3ccc(C)c(C)c3)CC1)CC2
  KAT2A inh: -25.2%; DT40 TDP1 CPT: 23.1µM*; TDP1 cell noCPT: 13µM*

> CC1=C(C(=O)N(C(C)C)C(C)C)CC(CC(=O)NC2CCCC2)C(=O)N1Cc1ccc(C(C)(C)C)cc1 (centres undefined)
  KAT2A inh: x; DT40 TDP1 CPT: 20.6µM*; TDP1 cell noCPT: 23.1µM*

> CCCCNc1nc2c(c(=O)[nH]c(=O)n2C)n1CCOc1ccccc1
  KAT2A inh: -0.2%; DT40 TDP1 CPT: u; TDP1 cell noCPT: u

> Cc1nn(C)cc1CN(C)C(=O)c1sc2cccc(Cl)c2c1Cl
  KAT2A inh: -5.3%; DT40 TDP1 CPT: u; TDP1 cell noCPT: -8.6%

> COc1cccc(CNC(=O)CN2C(=O)CSc3c2c(C)nn3-c2ccccc2)c1
  KAT2A inh: -6.0%; DT40 TDP1 CPT: -24.5%; TDP1 cell noCPT: -28.5%

> COc1ccc(-c2coc3cc(O[C@@H]4O[C@H](CO)[C@@H](O)[C@H](O)[C@H]4O)c(OC)cc3c2=O)cc1
  KAT2A inh: -2.1%; DT40 TDP1 CPT: -3.3%; TDP1 cell noCPT: -4.3%

> O=c1c2c(nc3cc(-c4cccc(F)c4)[nH]n13)CCC2
  KAT2A inh: -1.0%; DT40 TDP1 CPT: -2.9%; TDP1 cell noCPT: u

> COc1cccc(CN2CCCN(CC(=O)Nc3ccc4c(c3)OCCO4)S2(=O)=O)c1
  KAT2A inh: 30.1%[activator]; DT40 TDP1 CPT: -20.2%; TDP1 cell noCPT: -27.2%

> Cc1sc(NC(=O)c2ccccc2)c(C(c2ccccn2)N2CCN(CCO)CC2)c1C (centres undefined)
  KAT2A inh: -4.2%; DT40 TDP1 CPT: 10.3µM*; TDP1 cell noCPT: 9.2µM*

> CC1(Cc2cc(Cl)ccc2C(F)(F)F)C(=O)Nc2cc(F)ccc21 (centres undefined)
  KAT2A inh: x; DT40 TDP1 CPT: 25.9µM*; TDP1 cell noCPT: 14.6µM*

> CCC(C)N1CCN(S(=O)(=O)c2ccc3ccccc3c2)CC1 (centres undefined)
  KAT2A inh: -12.2%; DT40 TDP1 CPT: -24.3%; TDP1 cell noCPT: u

> CC(=O)c1sc(Nc2cccc3ccccc23)nc1C
  KAT2A inh: x; DT40 TDP1 CPT: -31.1%; TDP1 cell noCPT: u

Profiles from above. Order of values: KAT2A inh, DT40 TDP1 CPT, TDP1 cell noCPT
NS(=O)(=O)c1ccc(CNC(=O)Cc2c(F)cccc2Cl)cc1 as listed: -13.1%, 6.7%, -6.7%
COc1ccccc1OCC(=O)N(Cc1nnc(-c2ccccc2Cl)o1)C1CC1 as listed: -3.9%, u, u
CC(=O)c1sc(Nc2cccc3ccccc23)nc1C as listed: x, -31.1%, u
Cc1ccc(C(=O)N/N=C\C=C\c2ccc(Br)cc2)cn1 as listed: -3.9%, -24.1%, u
COc1ccc(-c2coc3cc(O[C@@H]4O[C@H](CO)[C@@H](O)[C@H](O)[C@H]4O)c(OC)cc3c2=O)cc1 as listed: -2.1%, -3.3%, -4.3%
